Source: PubChem (Fisher Drug Discovery Resource Center)
mcGAS MS inh: blocks mouse cGAS cGAMP production; recombinant mouse cGAS, cGAMP by RapidFire MS; inhibition, % at 12.5 µM; Q8C6L5; 0.18% of 130,000 active;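 active = inhibition of cGAS enzyme activity at or above 60%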;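 also: enzyme stimulated by 45 bp dsDNA with ATP and GTP substrates; cGAMP share of summed cGAMP plus half ATP and half GTP signals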
Target sequence (Q8C6L5 whole entry, looked up): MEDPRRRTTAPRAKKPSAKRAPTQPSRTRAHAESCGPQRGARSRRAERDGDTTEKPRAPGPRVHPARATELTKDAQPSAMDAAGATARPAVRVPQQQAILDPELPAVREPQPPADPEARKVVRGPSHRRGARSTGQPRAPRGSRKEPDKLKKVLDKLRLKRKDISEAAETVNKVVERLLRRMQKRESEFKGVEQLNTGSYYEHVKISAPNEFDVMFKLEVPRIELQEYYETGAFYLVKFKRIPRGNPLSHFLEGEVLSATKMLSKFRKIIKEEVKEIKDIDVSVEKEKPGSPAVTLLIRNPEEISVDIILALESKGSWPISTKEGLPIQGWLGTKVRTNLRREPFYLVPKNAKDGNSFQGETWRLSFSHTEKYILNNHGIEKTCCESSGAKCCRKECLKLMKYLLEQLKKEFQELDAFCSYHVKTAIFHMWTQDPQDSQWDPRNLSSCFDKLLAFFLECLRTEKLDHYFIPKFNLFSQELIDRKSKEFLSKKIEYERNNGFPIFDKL
Active calls of the source: *; & = joins results of further samples. Only part of the results is shown; count on the stated rates, not on these rows.

SMILES	mcGAS MS inh
O=C(c1cccc(CSc2cc(Cl)ccc2Cl)c1)N1CCOCC1	1
O=C(NCc1cc(C2CC2)n[nH]1)c1ccc2oc(Cc3ccccc3)nc2c1	-13
Cc1ccc(C2(O)CCN(CC(=O)N3C[C@@H](C)O[C@@H](C)C3)CC2)nc1	-11
CCOC(=O)N1CCN(C(c2ccccc2F)c2c(O)cc(C)n(CCOC)c2=O)CC1 (centres undefined)	-11
CNc1ccc(-c2ccc(CC#N)cc2)cn1	-2
O=C(CN1C(=O)CSc2ccccc21)Nc1ccc(N2CCCC2=O)cc1	-3
C=C(C)Cn1c(=O)c2c(nc3n2CCCN3Cc2ccccc2)n(C)c1=O	-8
C=c1occc1=C1NN=C(SCc2nc3ccccc3o2)O1	-2
Cc1ccn2cc(-c3ccc(NS(=O)(=O)c4ccc(-c5ccccc5)cc4)cc3)nc2n1	-26
O=C(Nc1ccc(N2CCCCC2)cc1)c1cc(-c2cccnc2)on1	-28
COCC(C)n1c(C)cc(C=C(C#N)C(=O)O)c1C (centres undefined)	-4
CCNC(=O)Cn1c(CO)cnc1SCc1ccccc1Cl	-2
CC(=O)N[C@H]1C[C@@H](c2ccc(-n3cccn3)cc2C)O[C@@H](C(C)(C)C)C1	-18
COc1ccc(NC(=O)Cn2nc(C)c3cnn(-c4ccccc4C)c3c2=O)c(OC)c1	1
CNC(=O)Cn1cc(NC(=O)c2ccc(CN3CC=CC3)cc2)cn1	-14
O=C(NCCCN1CCCC1=O)C(C1CCCC1)N1CCN(C(=O)c2ccc(Cl)cc2Cl)CC1 (centres undefined)	-2
O=C(Cn1ccc(C(F)(F)F)n1)Nc1ccnn1C1CCCCC1	-6
Cc1ccc(SCC(=O)N(C)Cc2nc3ccccc3c(=O)[nH]2)cc1C	-2
CCc1[nH]c(C(=O)OCC(=O)NC(C)(C)C)c(C)c1C(=O)OC	-11
O=C1CCC2(CCCO2)CCN1CCCn1cccc1 (centres undefined)	-11

A draw from above in order of number of heavy atoms, rising.
SMILES	mcGAS MS inh
CNc1ccc(-c2ccc(CC#N)cc2)cn1	-2
COCC(C)n1c(C)cc(C=C(C#N)C(=O)O)c1C (centres undefined)	-4
O=C1CCC2(CCCO2)CCN1CCCn1cccc1 (centres undefined)	-11
C=c1occc1=C1NN=C(SCc2nc3ccccc3o2)O1	-2
CCc1[nH]c(C(=O)OCC(=O)NC(C)(C)C)c(C)c1C(=O)OC	-11
O=C(Cn1ccc(C(F)(F)F)n1)Nc1ccnn1C1CCCCC1	-6
CNC(=O)Cn1cc(NC(=O)c2ccc(CN3CC=CC3)cc2)cn1	-14
Cc1ccc(SCC(=O)N(C)Cc2nc3ccccc3c(=O)[nH]2)cc1C	-2
C=C(C)Cn1c(=O)c2c(nc3n2CCCN3Cc2ccccc2)n(C)c1=O	-8
O=C(NCc1cc(C2CC2)n[nH]1)c1ccc2oc(Cc3ccccc3)nc2c1	-13
CCOC(=O)N1CCN(C(c2ccccc2F)c2c(O)cc(C)n(CCOC)c2=O)CC1 (centres undefined)	-11
O=C(NCCCN1CCCC1=O)C(C1CCCC1)N1CCN(C(=O)c2ccc(Cl)cc2Cl)CC1 (centres undefined)	-2

The list goes on:
SMILES	mcGAS MS inh
CC(COc1ccc(F)cc1F)NC(=O)CSCc1cccnc1 (centres undefined)	-9
COc1ncccc1-c1ccc(O)c(C(C)=O)c1	-6
COc1cc(/C=N\Nc2nc(Nc3ccccc3)nc(-n3nc(C)cc3C)n2)cc(OC)c1OC	-15
O=[N+]([O-])c1ccc(C2=Nc3ccccc3SC2c2nc3ccccc3[nH]2)cc1 (centres undefined)	-10
Cn1nnc2c(Nc3ccc(Nc4ccccc4)cc3)ncnc21	-9
CCCOCC1CCN(c2nccc(NC)n2)C1 (centres undefined)	-16
Cc1ccc(-n2nc3c(=S)[nH]nc(C)c3c2C)cc1	-15
CNS(=O)(=O)c1ccc(F)cc1	-13
Cc1nc(C2(NC(=O)C3CC3c3ccccc3Cl)CCCCC2)no1 (centres undefined)	7
Cc1c(C#N)c(NC(=O)CSc2nnnn2C2CC2)n(CC2CCCO2)c1C (centres undefined)	-7
Cc1cc(C)cc(NC(=O)C2CC(O)CN2C(=O)Oc2ccccc2)c1 (centres undefined)	-7
Cc1noc(C)c1NC(=O)c1ccc(OC(F)(F)F)cc1	-9
CCCCc1ccc(-n2c(C)c(C)n3c4c(=O)n(CCN5CCOCC5)c(=O)n(C)c4nc23)cc1	-7
COc1ccc(C(=O)Cc2cc(OC)c(OC)cc2C(=O)c2ccccc2F)cc1OC	-7
CCNC(=O)c1csc(Nc2ccc(OC(F)F)cc2)n1	-8
CCN(C(=O)C(C)S(=O)Cc1ccccc1F)c1ccccc1 (centres undefined)	-11
Cc1oc(C(=O)N2CCN(Cc3cccs3)CC2)cc1S(=O)(=O)N1CCCC1	1
CS(=O)(=O)N(c1ccc([N+](=O)[O-])cc1)S(C)(=O)=O	-6
Cc1oc2nc[nH]c(=O)c2c1C(=O)OC(C)C(=O)NC1CCCCC1 (centres undefined)	3
Cc1ccc(-c2cc(C(=O)N3CC4CCC3C4)cc(-n3cnnn3)c2)s1 (centres undefined)	-7
O=C1N(Cc2ccccc2Cl)c2ccc(F)cc2C12NCCS2 (centres undefined)	-8
O=C(CCC1CCN(C(=O)C2(N3CCOCC3)CCCCC2)CC1)Nc1ccccc1	-2
CCONC(=O)c1cc2cccc(Br)c2o1	5
O=S(=O)(c1ccc2c(c1)OCCCO2)N1CCCC1c1nc2ccccc2s1 (centres undefined)	-4
CCN(CC)C(=O)[C@@H]1C[C@H](N)CN1C(=O)c1cccc(-n2cnnc2)c1	-3
N#Cc1cccc(/C=C2\SC(=NC3CCCC3)NC2=O)c1	-6
O=C(CC1COCCN1)N(Cc1cccnc1)Cc1cccnc1 (centres undefined)	-10
CN(Cc1ccncn1)C(=O)c1cn(Cc2ccc(Cl)cc2)nn1	-21
Nc1ccc(S(=O)(=O)NC(=O)c2ccccc2)cc1	5
COc1ccc(-c2sc(N3CCOCC3)nc2-c2ccccc2)cc1	-4
Cc1cc(=O)oc2cc(O)c(Cl)cc12	34
Cc1ccc(CN2CCCC(O)(CO)CC2)cc1C (centres undefined)	-11
CCCCn1c(N)c(N(CC)C(=O)c2c(C)noc2C)c(=O)[nH]c1=O	5
O=C(CCC(=O)N1CCc2c([nH]c3ccccc23)C1)NCCc1cccnc1	-4
Cc1cccnc1N1CCN(Cc2cccc(CN3CCOCC3)c2)CC1	-44
COCCN=c1scc(-c2ccc(Cl)cc2)n1N=Cc1ccc2c(c1)OCO2	-19
CCN(Cc1ccc(N(C)C)cc1)S(=O)(=O)/C=C/c1ccc(Cl)cc1	1
C=CCn1c(=O)c2c(nc3n(-c4ccccc4Cl)c(C)c(C)n23)n(C)c1=O	-9
O=S(=O)(c1ccccc1)N1CCCC(OCc2cc(F)ccc2F)C1 (centres undefined)	-10
Cc1ccc(NS(=O)(=O)c2ccc(NC(=S)NC(=O)C(C)C)cc2)c(C)c1	-33
CC(C)CCn1c(=O)c2c(ncn2C(C)C)n(-c2ccc(C(C)C)cc2)c1=O	-1
C[C@]12C=CC(=O)C=C1CC[C@@H]1[C@@H]2[C@@H](O)C[C@@]2(C)[C@H]1CC[C@]2(O)C(=O)CO	-22
Cc1[nH]c(C(=O)N(C)Cc2ccccc2N2CCOCC2)c(C)c1C(=O)OC(C)C	1
Cc1cc(C(=O)N(C)C2CCN(c3ccccn3)CC2)c2ccccc2n1	4
CC(CO)Oc1ccc(Oc2ccccc2)cc1 (centres undefined)	4
CSCCC(=O)N1CCC(CO)(Cc2ccccc2)CC1	-13
Cn1c(=O)c2c(nc(Cl)n2CC(O)CO)n(C)c1=O (centres undefined)	2
CN1CCCC2(CCN(C(=O)CCCn3cnnn3)C2)C1=O (centres undefined)	-4
COc1ccc(NC(C)=O)c(NS(=O)(=O)c2cccc(Cl)c2F)c1	-1
O=C(NCCCc1ccc(Cl)cc1Cl)c1n[nH]c(=O)[nH]1	0

The list continues.
SMILES	mcGAS MS inh
CCOC(=O)C1(Cc2ccc(OC)cc2)CCN(C(=O)c2cccnc2)CC1	7
CCc1nnc(NC(=O)c2ccc(C)c([N+](=O)[O-])c2)s1	-2
Cc1nnc(NCCCO)[nH]c1=O	-6
Cc1ccccc1OCC(O)CN(C)C1CCc2ccccc21 (centres undefined)	-6
CCC(C)C1C2=C(CC(C)(C)CC2=O)OC(=N)C1C#N (centres undefined)	-2
Cc1nonc1OCCNC(=O)Cc1c(C)[nH]c2c(F)cccc12	-10
Cc1ccc(CC2(C)C(=O)Nc3ccc(S(=O)(=O)NC4CCCCC4)cc32)cc1 (centres undefined)	-4
O=C(NNS(=O)(=O)c1c(F)cccc1F)c1cc(Cl)c[nH]1	5
Cc1ccccc1Cn1c(Cc2ccccc2F)n[nH]c1=O	-16
Cc1cc(C)c(CN2C[C@H]3C[C@H](O)[C@@H](O)C[C@H]3C2)c(-n2cccn2)c1	-19
Cc1ccccc1N=C1SCC(C)(C)N1C(=O)c1ccc(C#N)cc1	29
Cc1c(CN2CCC3(CCCN(CC4CCCCC4)C3=O)C2)cnn1C (centres undefined)	-9
N#CCCn1cc(CNC2CCC(O)CC2)c2ccccc21 (centres undefined)	0
CCS(=O)(=O)CCNC(=O)[C@@]12CNC[C@@H]1CN(C)C2	-18
Cc1c(C)n2c3c(=O)[nH]c(=O)n(C)c3nc2n1CCBr	-10
Cc1nc(CC(=O)NCCc2c[nH]c3c(C)cccc23)c(C)s1	6
Cn1c(=O)c2c(ncn2CCCC(=O)NCc2ccco2)n(C)c1=O	-15
COCCn1c(SCC(=O)Nc2nccs2)nc2c(c1=O)SC(C)C2 (centres undefined)	-7
Cc1ccc2c(c1)N(Cc1cccc(C#N)c1)N=C(C(=O)N1CCCC1)S2(=O)=O	-1
Cc1ccc(C(=O)N(C)CCC(C)O)cc1S(=O)(=O)N1CCCCC1 (centres undefined)	-8

Among those listed so far, these have a CF3 group.
SMILES	mcGAS MS inh
O=C(Cn1ccc(C(F)(F)F)n1)Nc1ccnn1C1CCCCC1	-6
Cc1noc(C)c1NC(=O)c1ccc(OC(F)(F)F)cc1	-9

Going on with the list.
SMILES	mcGAS MS inh
CC(C)Cn1c(CN2CCC(n3cc(C4CC4)nn3)CC2)nc2ccccc21	-2
CCOC(=O)c1c(C)[nH]c(C(=O)C(C)SC2CCCCC2)c1C (centres undefined)	-4
Cc1ccc(C)c(S(=O)(=O)N(CC(=O)NC2CCCCC2)Cc2ccco2)c1	-6
Cc1c(C(=O)NCc2cccs2)sc(=O)n1CC(=O)c1ccc(F)cc1	-5
CCOc1ccccc1-c1nnc(SC(C)C(=O)N2CCNC2=O)o1 (centres undefined)	6
Cc1ccccc1-c1noc(CCC(=O)N(C)Cc2nc3ccccc3[nH]2)n1	-14
N#CCCn1c(CC(=O)NCc2ccccc2[N+](=O)[O-])nc2ccccc21	-5
O=C(c1ccc2c3c(cccc13)CC2)C1CCCN(C(=O)c2cnc3ccccn3c2=O)C1 (centres undefined)	3
CC1CN(S(=O)(=O)N2CCN(CC(=O)N(C)c3ccccc3)CC2)CC(C)O1 (centres undefined)	-11
CN(CC(F)(F)C(F)F)S(=O)c1ccc2ccccc2c1 (centres undefined)	-5
CNS(=O)(=O)c1cc(C(=O)Nc2ccc(C)c(S(=O)(=O)N(C)C)c2)ccc1Cl	0
OCCCNc1ncnc2sc3c(c12)CCCCC3	-6
Cc1ccc(C(=O)NCCCOC(C)C)cc1-n1cccc1	20
COc1cccc(OC)c1-c1cnnc(NCCN2CCOC2=O)n1	-13
CN1CCN(C(CNC(=O)C(C)(C)C)c2ccc3c(c2)CCCN3C)CC1 (centres undefined)	-6
NS(=O)(=O)c1cc2c3c(c1)C1C=CCC1C(c1ccc([N+](=O)[O-])cc1)N3CC1CC=CC21 (centres undefined)	0
O=C(CN1CCN(CCC23CC4CC(CC(C4)C2)C3)CC1)N1CCCCC1	-1
NC(=O)[C@@H]1CCCN1C(=O)c1ccc2oc(CCCc3ccccc3)nc2c1	1
CSC1=C(c2ccc(C)cc2)C(=NC(C)(C)C)C1	-8
CCNc1ccnc(N2CCN(Cc3cnc(-c4ccco4)nc3)CC2)n1	-12
CCC(=O)Nc1ccc(SCC(=O)OCc2ccccc2)nn1	-2
Cc1ccc(C)c(N2CCN(C(=O)CCc3nnc(-c4cc(C)on4)o3)CC2)c1	5
CN(C)C(CNC(=O)c1cccc(CN2C(=O)c3ccccc3C2=O)c1)Cc1ccccc1 (centres undefined)	-5
O=S(=O)(c1cccs1)N1CCN(Cn2c(CO)nc3ccccc32)CC1	-3
CN(CC1COc2ccccc2O1)c1cnn(-c2ccccc2)c(=O)c1Cl (centres undefined)	-1
Cc1cc(NC(=O)N2CCCC2c2ccc(C(C)(C)C)cc2)no1 (centres undefined)	-15
O=S(=O)(c1ccc(Cl)cc1)C(F)F	-8
CCCC[n+]1c(C)cc(C=C2Sc3ccccc3N2C)cc1C	-3
COC(=O)c1cc(CN(C)C(=O)C2CCCN(C(=O)N3CCCC3)C2)oc1C (centres undefined)	0
Cc1nc2sccn2c1-c1nc(-c2cccc3ccccc23)cs1	-9

Arranged by formula weight (low to high): some entries from above
SMILES	mcGAS MS inh
Cc1cc(NC(=O)N2CCCC2c2ccc(C(C)(C)C)cc2)no1 (centres undefined)	-15
CN(CC1COc2ccccc2O1)c1cnn(-c2ccccc2)c(=O)c1Cl (centres undefined)	-1
O=S(=O)(c1cccs1)N1CCN(Cn2c(CO)nc3ccccc32)CC1	-3

Additional records follow.
SMILES	mcGAS MS inh
CCOc1cccc(-c2ccc(Cn3ccnc3)cn2)c1	-5
CCc1ccccc1NC(=O)c1c([N+](=O)[O-])cnn1C	18
COCCNC(=O)C(NC(=O)C1CCCC1)C1CCN(C(=O)C2CC2)CC1 (centres undefined)	-6
CCS(=O)(=O)N1CCN(C(=O)C2CCCN(Cc3ccco3)C2)CC1 (centres undefined)	-3
CN(Cc1ccc2c(c1)OCO2)Cc1cc2n(n1)CCCNC2	-21
CCc1oc2ccccc2c1/C=C/C(=O)N1CCOC2CCCCC21 (centres undefined)	-10&-10
CN(CC(O)CN1CCOCC1)C(=O)c1cccnc1Sc1ccccc1 (centres undefined)	-2
CSc1nnc2n1CCCN2C(=O)Nc1ccc(Cl)c(Cl)c1	-8
